FBW7 act: human FBW7 E3 ligase activation, primary screen; Q969H0; AlphaScreen FBW7–phospho-cyclin E peptide binding, activator screen; normalized activity (activation), % at 26.1 µM; 0.13% of 650,000 active; AID 1259310; in the data active = normalized activity above about 1.9%;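 also: purified mutant Fbw7 with reduced substrate affinity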
Target sequence (Q969H0 whole entry, looked up): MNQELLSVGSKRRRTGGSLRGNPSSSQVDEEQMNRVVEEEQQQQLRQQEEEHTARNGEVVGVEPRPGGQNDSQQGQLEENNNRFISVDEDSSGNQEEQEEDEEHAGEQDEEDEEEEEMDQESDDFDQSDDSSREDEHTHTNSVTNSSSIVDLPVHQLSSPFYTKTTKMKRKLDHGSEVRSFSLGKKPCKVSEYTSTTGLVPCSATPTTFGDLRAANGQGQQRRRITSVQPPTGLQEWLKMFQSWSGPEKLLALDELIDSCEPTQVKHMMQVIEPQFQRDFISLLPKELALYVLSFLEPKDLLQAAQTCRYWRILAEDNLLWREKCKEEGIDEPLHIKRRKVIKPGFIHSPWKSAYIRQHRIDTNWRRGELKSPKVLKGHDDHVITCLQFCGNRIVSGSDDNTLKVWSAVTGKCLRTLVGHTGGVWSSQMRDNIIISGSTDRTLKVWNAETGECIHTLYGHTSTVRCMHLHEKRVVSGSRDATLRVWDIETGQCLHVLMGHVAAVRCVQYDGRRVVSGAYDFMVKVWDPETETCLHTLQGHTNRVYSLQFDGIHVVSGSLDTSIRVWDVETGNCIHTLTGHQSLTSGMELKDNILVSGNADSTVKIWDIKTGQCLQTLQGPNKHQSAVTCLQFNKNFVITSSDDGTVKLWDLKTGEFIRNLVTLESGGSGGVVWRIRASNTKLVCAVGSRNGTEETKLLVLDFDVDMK
MITF inh: blocks human microphthalmia-associated transcription factor; AlphaScreen MITF homodimerization, bead proximity signal; inhibition, % at 2.6 µM; 0.91% of 650,000 active; AID 1259374; in the data active = inhibition above about 50%;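 also: 0% = vehicle wells with protein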
GPR151 activ: activates the human receptor GPR151 | Q8TDV0 | PathHunter beta-arrestin GPR151 cells, luminescence | activation, % at 11.2 µM | 1% of 650,000 active | AID 1508602; in the data active = activation above about 4.9%;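 also: 0% = median of compound wells and 100% = cells with positive control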
TEAD-YAP block: TEAD-YAP interaction inhibition | HEK-TIYL cells, TEAD-Gal4/YAP UAS-luciferase luminescence | inhibition, % at 9.12 µM | 1.4% of 640,000 active | AID 1259422; in the data active = inhibition above about 32%;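 also: 0% = median of test compound wells and 100% = reference inhibitor wells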
Starred values were filed as active, the others as inactive; . = not tested or not shown; & = joins results of further samples. Rows are unselected; overall some 3.4% were active at least once.

canonical_smiles	GPR151 activ	TEAD-YAP block	FBW7 act	MITF inh
CCOC(=O)C1=C(C)N=c2s/c(=C\c3ccccc3OC(C)=O)c(=O)n2C1c1ccc(OC)cc1 (stereo not given)	-0.7	7	0.0	-14
COc1ccc(Cl)cc1C(=O)NCC(c1ccc2c(c1)CCCN2C)N1CCOCC1 (stereo not given)	0.3	-2	0.0	-2
CCOc1ccc(NC(=O)/C(=C\c2ccc(OC(C)=O)c(OC)c2)NC(C)=O)cc1	-0.2	-6	0.1	15
CCOc1ccc(-c2cc(N)n(S(=O)(=O)c3ccccc3)n2)cc1	0.3	-11	0.1	-1
N#Cc1ccc(CNCc2ccc(Cl)cc2)cc1	1.8	10	-0.1	27
CCOc1ccc(OCc2ccc([N+](=O)[O-])cc2)cc1	-1.7	-77	-0.3	0
CCOc1ccccc1CN1CCN(c2ccc(C(C)=O)cc2)CC1	1.7	-14	-0.1	50
CCOc1cccc(C2CC(c3ccc(CC)cc3)=NC(C(C)C)N2)c1O (stereo not given)	0.2	-2	-0.1	-12
CCc1cc2c(=O)c(-c3ccc4c(c3)OCCO4)c(C)oc2cc1OCC(=O)OC	-0.3	-7	0.1	-9
COc1ccc(-n2nc(Nc3ccc(OC)c4cccnc34)c(C(C)=O)n2)cc1	-0.3	3	-0.1	-5
CCOC(=O)C1=C(C)Nc2nnnn2C1c1ccc2ncccc2c1 (stereo not given)	0.9	-1	-0.5	3
CC(C)c1ccc(CN2CC(C(=O)Nc3nc4ccccc4s3)CC2=O)cc1 (stereo not given)	0.7	5	0.1	3
CC(C)NC(=O)C1CC(c2ccccc2F)=NO1 (stereo not given)	0.3	-6	0.0	10
CCCCCC#CCC#CCC#CCCCCCCC(=O)O	-0.2	.	.	4
CN(CC1CCCCO1)C(=O)c1cc(CCc2ccccc2)no1 (stereo not given)	-0.4	-53	-0.3	-16
O=C(Nc1ccccc1)C(=O)NC1CC1	-3.8	-50	-0.1	7
CCN1CCN(C(=O)Cn2ncc3c(C)n(Cc4ccc(Cl)cc4)c(C)c3c2=O)CC1	-0.2	1	0.0	9
Cc1nc2scc(CC(C)C)c2c(=O)[nH]1	1.0	6	0.0	1
Cc1cc(C)nc(NS(=O)(=O)c2ccc(Nc3nc(-c4sc(N)nc4C)cs3)cc2)n1	-1.0	8	0.1	15
COC(=O)Cn1c(=N)n(CCN2CCCCC2)c2ccccc21	-0.8	13	0.0	-24
Cc1ccc(C(CNC(=O)Cc2ccc(SC(C)C)cc2)N2CCOCC2)cc1 (stereo not given)	1.2	2	-0.2	-1
CC(OC(=O)c1ccc(F)cc1F)C(=O)N1CCc2ccccc21 (stereo not given)	4.8	9	0.1	-20
Cc1cc2ccccc2n1CCNC(=O)c1ccccc1[N+](=O)[O-]	-0.8	8	-0.1	8
C=CCN1C(=O)/C(=C/c2ccc(OC(C)C(=O)O)c(OCC)c2)C(=O)NC1=S (stereo not given)	0.4	-1	-0.3	5
Cc1ccc(F)cc1Nc1ncnc2ccccc12	-0.7	4	0.0	10

Record cards, from the list above. Order of screens: GPR151 activ | TEAD-YAP block | FBW7 act | MITF inh
`CN(CC1CCCCO1)C(=O)c1cc(CCc2ccccc2)no1` (stereo not given) in the list: -0.4 | -53 | -0.3 | -16
`CCc1cc2c(=O)c(-c3ccc4c(c3)OCCO4)c(C)oc2cc1OCC(=O)OC` in the list: -0.3 | -7 | 0.1 | -9
`Cc1cc2ccccc2n1CCNC(=O)c1ccccc1[N+](=O)[O-]` in the list: -0.8 | 8 | -0.1 | 8
`Cc1ccc(C(CNC(=O)Cc2ccc(SC(C)C)cc2)N2CCOCC2)cc1` (stereo not given) in the list: 1.2 | 2 | -0.2 | -1
`CC(C)NC(=O)C1CC(c2ccccc2F)=NO1` (stereo not given) in the list: 0.3 | -6 | 0.0 | 10

Next structures follow:
canonical_smiles	GPR151 activ	TEAD-YAP block	FBW7 act	MITF inh
CCN(CC)CCNC(=O)c1sc2ncnc(N3CCN(c4ccc(OC)cc4)CC3)c2c1C	-0.5	6	-0.1	0
COc1ccc(C(=O)COC(=O)C(Cc2ccccc2)NC(=O)c2ccco2)cc1 (stereo not given)	6.4*	-4	-0.1	-3
Cc1ccc(NC(=O)Cn2cnc3ccccc3c2=O)cc1Cl	-0.6	15	0.2	5
CCn1c(=O)cc(SCC(=O)Nc2ccccc2Cl)c2ccccc21	0.2	-2	-0.1	0
Cc1nc(N)sc1Cc1ccc(Oc2nc3c(c(=O)n(C)c(=O)n3C)n2C)cc1	-0.6	6	-0.1	3
Cc1occc1C(=O)N/N=C\c1ccc2c(c1)OCO2	-7.8	-8	0.0	14
COc1ccc(/C=C/c2ccc3c(Br)ccc(O)c3n2)cc1	-0.5	-48	0.0	4
CC1(C(=O)NC2CCCCCCC2)CCC(=O)N1Cc1cccnc1 (stereo not given)	0.7	2	0.1	2
COCCNc1nc(-c2ccccc2C)ccc1C(=O)NCCNC(C)=O	1.1	4	0.1	30
Cc1noc(C(=O)N2CCN(c3ccc(F)cc3)CC2)c1Cl	-0.1	-1	-0.4	-4
CC(C(=O)Nc1cccnc1)N1C(=O)C2C3C=CC(C3)C2C1=O (stereo not given)	4.6	-1	0.0	19
COc1cccc(-n2c(Cc3c(C)[nH]c4ccccc34)n[nH]c2=S)c1	-1.1	-4	-0.1	8
COc1ccc(/C=N/NC(=O)CNc2ccc(C)cc2)cc1[N+](=O)[O-]	2.4	8	0.3	-2
COc1ccc(CN2C(=O)CC(C(=O)Nc3cccc(C)c3)SC2=Nc2ccc(F)cc2)cc1 (stereo not given)	0.2	-2	-0.1	4
Cc1c(C(=O)NCc2ccc(F)cc2)sc2ncn(Cc3cccc(F)c3)c(=O)c12	0.8	11	0.3	3
Nc1ncc2c(n1)CC(c1ccc(F)cc1)CC2=O (stereo not given)	-0.9	-4	0.0	15
CCOc1ccc(NC(=O)CC2OCCN(CC)C2=O)cc1 (stereo not given)	-0.5	-18	0.7	19
CC(C)Oc1ccccc1C(=O)N/N=C/c1c[nH]c2ccccc12	-1.1	0	0.1	15
Cc1sc2nc(SCC(=O)Nc3ccccc3N3CCOCC3)[nH]c(=O)c2c1C	2.2	12	-0.1	0
COc1cc(CN2CCN(C)CC2)cc([N+](=O)[O-])c1O	0.7	12	-0.1	46
COC(=O)COc1ccc(NC(=O)COc2ccccc2)cc1	0.3	1	-0.1	1
CC(C)OCCCn1c(=S)[nH]c2ccc(N3CCOCC3)cc2c1=O	-0.2	8	-0.1	-2
CC(C)Oc1ccc(C2CC(=O)NC(=O)C2)cc1	6.7*	0	0.6	24
Cc1cc(Cl)ccc1NC(=O)CCC(=O)N/N=C/c1ccco1	-0.4	3	0.0	-2
CN1C(=O)C(=Cc2cn(CCOc3ccccc3F)c3ccccc23)C(=O)N(C)C1=O	0.3	-2	0.9	-1
O=C(Nc1ccccc1[N+](=O)[O-])c1cc(S(=O)(=O)NCc2cccnc2)ccc1Cl	1.1	-2	0.2	-1
COc1ccccc1C(=O)N1CCC(N2CC(C)OC(C)C2)CC1 (stereo not given)	0.8	8	0.2	48
O=C(C1=C(O)C(=O)N(c2nncs2)C1c1cccs1)c1cccs1 (stereo not given)	1.2	-1	-0.2	1
COC(=O)c1c(N)n(-c2ccc(O)cc2)c2nc3ccccc3nc12	0.4	1	0.7	26
Cc1ccc(NC(=O)Cn2c(=O)/c(=C3\C(=O)Nc4ccccc43)s/c2=C\C#N)cc1	0.1	-7	0.0	2
CC(NC(=O)Cc1cccs1)C12CC3CC(CC(C3)C1)C2 (stereo not given)	0.5	-5	-0.1	-13
C[C@@H]1CC[C@H]2[C@@H](C)C(O)O[C@@H]3OC4(C)CC[C@@H]1[C@]32OO4 (stereo not given in full)	0.1&0.8	88*	-0.1&0.1	25&7
CNC(=O)C(=O)NCCN1CCN(C(=O)c2cccc(Br)c2)CC1	0.8	13	0.0	-5
CCN1C(=NCc2ccncc2)SCC1(O)c1ccc(C)cc1 (stereo not given)	-0.4	12	-0.5	11
O=C1CCCN1CCCNc1nc(N2CCC(N3CCOCC3)CC2)nc2c1ncn2-c1ccsc1	0.0	10	-0.5	10
O=[N+]([O-])c1ccccc1/C=N/OCCOc1ccccc1Cl	-1.4	-36	-0.3	-8
COc1ccc(C(=O)Nc2ccc3oc(=O)ccc3c2)cc1OC	0.5	1	0.6	4
Cc1ccc(NC(=O)CCN2C(=O)c3cccnc3C2=O)cc1	1.0	-9	-0.2	16
Nc1nn(S(=O)(=O)c2ccccc2)cc1-c1ccc(F)cc1	-0.7	13	-0.2	5
C=CCNCCOc1ccc(C(C)C)c(C)c1	-0.5	-5	-0.1	32
Nc1nnnn1/N=C/c1cccn1-c1ccc([N+](=O)[O-])cc1	-0.3	8	0.1	7
CCCOC(=O)C1=C(C)NC(=O)NC1c1cc(OCC)c(O)c([N+](=O)[O-])c1 (stereo not given)	-1.2	-6	-0.1	-6
O=C(COc1ccc(F)cc1Cl)NNC(=S)Nc1cccc([N+](=O)[O-])c1	0.8	-5	-0.1	-20
Cc1ccc(OCCNC2CCCC2)c(I)c1	1.3	-13	0.1	9
COC(=O)c1cccc(NC(=S)N2CCCCC2)c1	0.4	-5	-0.1	-6
Cc1ccc(C2=NN3C(=N)/C(=C/c4cn(Cc5ccccc5F)c5ccccc45)C(=O)N=C3S2)cc1	-2.0	1	0.7	-7
O=S(=O)(O)C12CC3CC(CC(C3)C1)C2 (tested in a mixture with another compound)	0.2	3	-0.2	-7
CCN(CC)CCCNC(=O)c1cc(Sc2nnc(C)s2)nc2ccccc12	0.5	1	0.0	-5
COCCNC(=O)CN1CCC(O)(c2ccccc2F)CC1	-3.4	-3	-0.3	-1
O=C(CN1C(=O)C2CC=CCC2C1=O)Nc1ccc(F)c(F)c1F (stereo not given)	-0.1	-2	0.0	-12

(cont.)
canonical_smiles	GPR151 activ	TEAD-YAP block	FBW7 act	MITF inh
O=[N+]([O-])c1ccc(-n2cnc3ccccc32)nc1	0.7	3	0.0	-5
Cn1c(=O)cc(OCC(=O)N2CCN(C(=O)c3ccco3)CC2)c2ccccc21	0.8	-3	0.6	26
Cc1cc(NC2CC2)nc(Nc2cnccn2)n1	-1.7	-12	0.5	0
N#CCCNc1cc2ccccc2cc1C(=O)O	0.0	-3	0.0	7
C=CCN1CC(c2nc3ccccc3n2Cc2cccc(C)c2)CC1=O (stereo not given)	-0.2	-4	-0.1	10
Cc1ccc(N2CCN(C(=O)N3CCCCCC3)CC2)cc1Cl	3.6	-7	0.1	-8
Cc1ccc(N2C(=O)C(C=NCc3ccc(C(=O)O)cc3)C(=O)NC2=S)cc1 (stereo not given)	-0.7	6	0.0	18
CSc1nc2ccc(NC(=O)c3ccc(S(=O)(=O)N4CC(C)CC(C)C4)cc3)cc2s1 (stereo not given)	-0.2	-8	-0.1	-3
COc1ccc(NC(=O)N2CCN(c3c(C)cccc3C)CC2)cc1OC	0.0	3	0.2	5
CN(C1CCN(c2cccc(NS(=O)(=O)c3ccc(F)cc3)c2)CC1)C1CCOC1 (stereo not given)	0.8	-4	1.1	-7
N#C/C(=C\c1ccccc1OCc1ccccc1Cl)C(N)=O	1.5	-9	0.0	1
O=C(Nc1ccccc1)c1sc(-c2ccccc2)nc1-c1ccccc1	0.9	6	0.0	6
CC(=O)N(CN1C(=O)c2ccccc2C1=O)c1ccc2ccccc2c1	0.9	-13	0.1	5
COC(=O)CCCNC(=O)c1cc(COc2ccc(F)cc2F)on1	-0.8	3	-0.1	-4
Cn1ccnc1SCCNC(=O)CC1C(=O)NCCN1Cc1ccoc1 (stereo not given)	0.4	8	0.1	-3
CCc1ccc(C(=O)Nn2c(-c3ccc(Br)cc3)nc3ccccc3c2=O)cc1	0.0	0	0.3	16
CC(=O)N1CCc2cc(S(=O)(=O)NCCC(=O)Nc3ccc(F)c(Cl)c3)ccc21	0.9	-2	0.1	-18
CC(=O)NC1C(=O)SSC1(C)C (stereo not given)	0.6	3	-0.1	1
Cc1nc(-c2ccc(O)cc2)cs1	1.0	0	0.1	8
CC(C)(C)C(=O)Nc1scc(-c2ccc(-c3ccccc3)cc2)c1C(=O)O	-0.1	-12	0.1	-9
COc1cc2c(cc1OC)-c1nnc(-c3cccnc3)n1C1(CCCC1)C2	-0.7	-11	0.9	9
COc1ccccc1S(=O)(=O)CC(SC#N)c1ccccc1 (stereo not given)	1.6	1	-0.6	-1
O=C(c1coc2nc3ccccc3nc12)N1CCOCC1	-5.3	3	0.0	1
COc1cc(/C=N/n2cnnc2)ccc1OCCSc1ccc(C)cc1	-0.3	-37	0.3	17
CCSc1nc2ccccc2n1CC(=O)Nc1ccccc1CC	0.0	-12	0.0	-1
CCC1CN(Cc2cccs2)Cc2cc(OC)ccc2O1 (stereo not given)	-1.2	5	0.0	3
O=C(NC1CC1)c1cccc(N2CCC(N3CCOCC3)CC2)n1	-0.7	-3	0.0	-6

Only GPR151 activ, for some of the entries so far:
molecule	GPR151 activ
N#C/C(=C\c1ccccc1OCc1ccccc1Cl)C(N)=O	1.5
O=C(Nc1ccccc1)c1sc(-c2ccccc2)nc1-c1ccccc1	0.9
CC(=O)N(CN1C(=O)c2ccccc2C1=O)c1ccc2ccccc2c1	0.9

Compound activity: PubChem, The Scripps Research Institute Molecular Screening Center
